Mito fusion act = qHTS Assay for Small Molecule Inhibitors of Mitochondrial Division or Activators of Mitochondrial Fusion. S. cerevisiae fusion-defective mutant growth rescue, CellTiterGlo 48 h. hit rate 0.23% among 320,000. Potency, µM (highest dose often 46.1 µM), for the others: at the top dose growth rescue (activation), hits mostly activators. AID 485298, 2010;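 note: potency is the fitted concentration of half-maximal effect; % of control where 0% means no effect; nearly all actives have a fitted effect of over 45% in size; temperature-sensitive fusion mutants such as fzo1-1 at 37 °C on non-fermentable ethanol glycerol medium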
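S. cerevisiae fusion-defective temperature-sensitive mutants (e.g. fzo1-1, mgm1-5) grown 48 h at 37C in YPEG (ethanol/glycerol non-fermentable) medium with 23 nl compound per well; growth rescue read as CellTiterGlo luminescence.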
USP2a block = qHTS Assay for Inhibitors of Ubiquitin-specific Protease USP2a Using CHOP2 as the Reporter; hit rate 0.01% among 330,000; AID 463254, 2010; USP2 core, Ub-CHOP2 coupled fluorogenic reporter, 485/531; Potency, µM (series often up to 38.3 µM), for inactives: at the top dose activity change, negative = inhibition, most hits filed as inhibitors; Ubiquitin carboxyl-terminal hydrolase 2 (Homo sapiens), O75604;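 note: potency is the fitted concentration of half-maximal effect; plate controls were DMSO wells for no effect and full inhibition by NEM control for full effect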
Target sequence (O75604 whole entry, looked up): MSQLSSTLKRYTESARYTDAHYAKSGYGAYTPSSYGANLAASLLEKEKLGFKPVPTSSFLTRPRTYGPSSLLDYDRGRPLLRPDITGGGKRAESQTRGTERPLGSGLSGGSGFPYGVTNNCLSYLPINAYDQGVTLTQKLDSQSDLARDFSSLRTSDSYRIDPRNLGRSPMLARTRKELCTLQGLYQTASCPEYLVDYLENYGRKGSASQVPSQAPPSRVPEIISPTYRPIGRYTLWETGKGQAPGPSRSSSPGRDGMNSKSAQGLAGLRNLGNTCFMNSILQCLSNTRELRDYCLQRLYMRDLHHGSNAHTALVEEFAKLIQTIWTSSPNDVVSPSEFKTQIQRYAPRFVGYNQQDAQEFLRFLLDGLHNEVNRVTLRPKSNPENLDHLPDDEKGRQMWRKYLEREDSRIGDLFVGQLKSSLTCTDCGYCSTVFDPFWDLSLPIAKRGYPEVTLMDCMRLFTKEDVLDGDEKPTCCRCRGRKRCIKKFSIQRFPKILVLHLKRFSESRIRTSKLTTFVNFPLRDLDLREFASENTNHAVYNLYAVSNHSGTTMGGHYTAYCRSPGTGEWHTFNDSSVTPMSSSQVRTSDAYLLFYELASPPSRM
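Cell-free coupled assay: 10nM USP2 core preincubated 30min RT with compound in Tris-HCl pH 8.0/CaCl2/CHAPS buffer, then 25nM Ub-CHOP2 and 25nM reporter substrate; fluorescence (Ex 485/Em 531) read after 60min RT, normalized to NEM inhibition, concentration-response curves fitted.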
GALK inh = qHTS Assay for Inhibitors of Human Galactokinase (GALK) | Purified GALK, Kinase-Glo residual ATP luminescence | Potency, µM (highest dose often 57.5 µM), without a hit: at the highest dose activity change, negative = inhibition, hits mostly inhibitors | AID 1868, 2009 | P51570 | hit rate 0.007% among 270,000; note: potency is the fitted concentration of half-maximal effect; % is set by controls: 0 for no effect and ±100 for the full control effect
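Kinase-Glo Plus luminescence measured ATP left after a 1 h room-temperature reaction. The reaction used 5 nM GALK, 100 uM galactose and 35 uM ATP at pH 8.0 (20 mM HEPES, 5 mM MgCl2, 60 mM NaCl, 1 mM DTT, 0.01% BSA).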
Chronic BCR inh = qHTS Assay to Find Inhibitors of Chronic Active B-Cell Receptor Signaling; Potency, µM (titrated, usually from 46.1 µM), for the others: at the top dose ratio change, negative = lower green/red ratio, usual class: inhibitors; ABC-DLBCL IkBa-CBG/CBR reporter, luminescence ratio, 4 h; hit rate 0.05% among 340,000; active = well fitted inhibition curve with a large enough effect in the signal ratio, with a control signal flat, not every such curve was filed as active; inconclusive = small, poorly fitted or top-dose-only effect, or effect the other way, or a change in a side signal; the % refers to the signal ratio;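 note: potency is the fitted concentration of half-maximal effect; plate controls were basal doxycycline-induced cells for no effect and cells given 10 µM MG132 for full effect; MG132 reads +100%, hits lower the ratio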
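Compounds up to 46 uM were incubated four hours with TMD8 cells whose green CBG68 luciferase is fused to IkappaBalpha; red CBR luminescence normalised the signal, and concentration-effect curves were fitted to fusion, red and ratio data.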
Menin-MLL TR inh = qHTS Assay for Inhibitors Targeting the Menin-MLL Interaction in MLL Related Leukemias: Competition With Texas Red Labeled MLL-derived Mutant Peptide; O00255; hit rate 0.23% among 270,000; Potency, µM (doses to about 61.6 µM), for inactives: top-dose FP activity change, negative = inhibition, most hits filed as inhibitors; Menin + Texas Red MLL mutant peptide, fluorescence polarization; active = well fitted inhibition curve with a large enough effect in the polarisation, with a control signal flat, not every such curve was filed as active; inconclusive = small, poorly fitted or top-dose-only effect, or effect the other way, or a change in a side signal; inactive = no such curve, though single readings can be large or run the other way; the % refers to the polarisation; note: potency is the fitted concentration of half-maximal effect; % of control where 0% means no effect; many of its hits are not listed in these tables
S-ASM inh = Inhibitors of Secretory Acid Sphingomyelinase (S-ASM): qHTS. Potency, µM (highest dose often 57.5 µM), for inactives: top-dose activity change, negative = inhibition, hits mostly inhibitors. Sphingomyelin phosphodiesterase (Homo sapiens), P17405. placental ASM, HMU-PC fluorogenic substrate, 60 min. hit rate 0.006% among 340,000; note: potency is the fitted concentration of half-maximal effect
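Fluorogenic HMU-PC substrate (9 uM final) is turned over by placental ASM in 60 min at 37 C after a 10 min compound preincubation. Reaction ended by alkaline stop (pH 10), with fluorescence read at 386/447 nm.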
TSHR antagonist = Antagonists of the Thyroid Stimulating Hormone Receptor: HTS campaign | Thyrotropin receptor (Homo sapiens), P16473 | TSHR-expressing cells, TSH-stimulated cAMP HTRF, 2 h; hits give low values | activity change, negative = inhibition, % at 11.5 µM | hit rate 0.2% among 330,000;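 active = activity change below a set negative limit, meaning inhibition stronger than a set level, cut at about -70% in these data; inconclusive = activity change between two set negative limits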; note: % is set by controls: 0 for no effect and ±100 for the full control effect
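Inhibition of cAMP made by TSHR-expressing cells under TSH stimulation (4nM final, EC80; 2 h, 37 deg C) is quantified with a one-step lysis HTRF kit, anti-cAMP cryptate versus cAMP-d2.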
KCNH2 WT inh = qHTS for Inhibitors of KCHN2 3.1: Wildtype qHTS | Voltage-gated inwardly rectifying potassium channel KCNH2 (Homo sapiens), Q12809 | U2OS, BacMam KCNH2, thallium flux FluxOr; hits give low values | activity change, % at 1.84 µM | hit rate 0.37% among 340,000 | AID 720551, 2013;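 active = maximum activity change below -70%; inconclusive = maximum activity change between -70% and -50%; inactive = maximum activity change above -50%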; note: % is set by controls: 0 for no effect and ±100 for the full control effect
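U2OS cells were transduced with wild-type KCNH2 virus (2.03 x 10^8 / mL) for 4 h at room temperature, then cultured overnight at 37 C. Thallium flux was read with FluxOr dye. Rate constants were normalized to DMSO controls.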
PKM2 act = qHTS Assay for Activators of Human Muscle isoform 2 Pyruvate Kinase; Pyruvate kinase PKM (Homo sapiens), P14618; purified PKM2, Kinase-Glo ATP luminescence, activation; response scale: 0% is enzyme alone, no compound; Potency, µM (highest dose often 57.5 µM), without a hit: at the highest dose activation, usual class: activators; hit rate 0.34% among 260,000; note: potency is the fitted concentration of half-maximal effect; % is set by controls: 0 for no effect and ±100 for the full control effect; nearly all actives have a fitted effect of over 55% in size
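hPK-M2, >95% pure; 0.1 mM ADP / 0.5 mM PEP final; imidazole pH7.2 buffer w/ 7 mM MgCl2, 50 mM KCl; 1 h RT; Kinase-Glo lum. Intermediate enzyme activity for dual inhibitor/activator qHTS.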
Eya2 inh = qHTS Assay for Inhibitors of the Phosphatase Activity of Eya2. recombinant Eya2, OMFP fluorescence dephosphorylation (OMFP is methylfluorescein phosphate). Potency, µM (titrated, usually from 76.9 µM), for the others: at the top dose activity, negative = inhibition, most hits filed as inhibitors. hit rate 0.006% among 330,000. AID 488837, 2010; note: potency is the fitted concentration of half-maximal effect; % is set by controls: 0 for no effect and ±100 for the full control effect
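Eya2 protein (added as 0.2 uM solution) was preincubated with compound for 10 min at ambient temperature in 50 mM HEPES pH 7.5, 50 mM NaCl, 5 uM MgCl2, 0.05% BSA, 1 mM DTT. OMFP (added at 50 uM) then reacted 10 min; fluorescence read at 485/525 nm.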
MBNL1 CUG block = qHTS Assay for Inhibitors of MBNL1-poly(CUG) RNA binding | Potency, µM (doses to about 57.5 µM), for the others: at the highest dose activity change, negative = inhibition, hits mostly inhibitors | Muscleblind-like protein 1 (Homo sapiens), Q9NR56 | hit rate 0.036% among 280,000 | TR-FRET MBNL1-His/biotin-(CUG)12 binding, 665/545 ratio; active = well fitted inhibition curve with a large enough effect in the signal ratio, with a control signal flat, not every such curve was filed as active; inconclusive = small, poorly fitted or top-dose-only effect, or effect the other way, or a change in a side signal; inactive = no such curve, though single readings can be large or run the other way; the % refers to the signal ratio; note: potency is the fitted concentration of half-maximal effect; % is set by controls: 0 for no effect and ±100 for the full control effect
Target sequence (Q9NR56 whole entry, looked up): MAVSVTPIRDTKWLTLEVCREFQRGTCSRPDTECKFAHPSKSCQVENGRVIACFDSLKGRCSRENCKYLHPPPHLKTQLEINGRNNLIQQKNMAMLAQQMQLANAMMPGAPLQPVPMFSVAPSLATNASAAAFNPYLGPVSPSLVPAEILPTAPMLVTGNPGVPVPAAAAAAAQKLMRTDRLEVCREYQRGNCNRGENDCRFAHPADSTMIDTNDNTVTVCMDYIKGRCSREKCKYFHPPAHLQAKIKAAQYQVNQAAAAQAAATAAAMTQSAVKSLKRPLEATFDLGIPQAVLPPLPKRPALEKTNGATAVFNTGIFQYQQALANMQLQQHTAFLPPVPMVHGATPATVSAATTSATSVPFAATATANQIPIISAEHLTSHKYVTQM
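Inhibition of protein-RNA binding appears as loss of TR-FRET between terbium anti-His antibody on MBNL1-His and streptavidin-XL665 on biotin-(CUG)12. Activity is normalized to buffer-only and uninhibited-complex controls.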
An asterisk follows results filed as active; ? = inconclusive; · = not tested or not shown; [ ] = dose if it differs, or a comment. Unless noted, calls come from the whole dose curve; as a rule, active = well fitted curve in the direction sought with a large enough effect; inconclusive = small, poorly fitted or top-dose-only effect, or another doubt; inactive = no such curve, though single readings can be large; an effect the other way counts as inactive or inconclusive. The list is partial; the hit share may differ from the screen's.

SMILES	Mito fusion act	USP2a block	GALK inh	Chronic BCR inh	Menin-MLL TR inh	S-ASM inh	TSHR antagonist	KCNH2 WT inh	PKM2 act	Eya2 inh	MBNL1 CUG block
Nc1c(-c2ccc(F)cc2)cnn1C1CCS(=O)(=O)C1 (stereo not drawn)	-2%	·	7%	·	-12%	-4%	·	3	-2%	·	-5%
O=C(CCNC(=O)c1ccc([N+](=O)[O-])cc1)NCCC1=CCCCC1	3%	8%	·	4%	·	-3%	8	2	·	-3%	·
O=C(COc1ccc(F)cc1)N(Cc1ccco1)C1CCS(=O)(=O)C1 (stereo not drawn)	2%	6%	2%	3%	·	2%	-9	-5	·	-20%	-5%
O=C(CC1C(=O)NCCN1Cc1c(F)cccc1Cl)NC1CCCCCC1 (stereo not drawn)	1%	-1%	0%	-8%	·	-2%	-4	-3	5%	-29%	-7%
CC1(C)OC(=O)N(CC(=O)Nc2ccccc2)C1(C)O (stereo not drawn)	3%	8%	-1%	-1%	6%	2%	22	-6	1%	13%	-8%
COc1cc(-c2nc(C)c(C(C)=O)n2O)ccc1OCC(=O)Nc1ccc(Cl)cc1	3%	-2%	-1%	20%	?	-18%	-8	5	-3%	3%	-6%
O=C(O)CCCC(=O)Nc1ccc(Oc2cccc(C(F)(F)F)c2)nc1	-1%	3%	0%	1%	·	6%	-7	0	7%	15%	·
CCNc1nc(C)cc(COC)c1C#N	5%	6%	3%	0%	-1%	52%[activator]	19	-4	-4%	1%	-6%
CCc1nnc(NC(=O)CN2C(=O)N(C)C3(CCCCC3)C2=O)s1	-3%	5%	·	-4%	·	2%	27	-6	·	26%	·
Nc1nnc(SCCCC(=O)c2ccc(F)cc2)s1	1%	0%	-2%	0%	16%	0%	12	-5	-18%	3%	1%
Cc1cc(C)cc(N=C2NC(=O)CS2)c1	-2%	2%	-8%	-12%	-24%	-1%	-45	0	0%[11.5 µM]	7%	-1%
CCOC(=O)c1sc(NC(=O)CSc2nnc(Cc3ccccc3)o2)c(C#N)c1C	-5%	-2%	-2%	?	?	0%	-12	-2	-24%	4%	1%
CCOC(=O)C1(Cc2ccccc2Cl)CCN(C(=O)CN2CCOC2=O)CC1	6%	2%	3%	?	0%	7%	-2	-4	-5%	9%	3%
CC1CN(S(=O)(=O)c2ccc(C(=O)N(C)C3CCCCC3)cc2)CC(C)O1 (stereo not drawn)	·	3%	·	-5%	·	2%	-4	-11	·	-2%	·
CS(=O)(=O)N(CC(=O)N1CCN(c2ccccc2)CC1)Cc1ccc(Cl)cc1	2%	-1%	0%	?	-4%	0%	-8	-4	-3%	-8%	2%
O=C(O)c1cc(-c2ccco2)[nH]n1	1%	2%	1%	3%	-18%	2%	6	15	14%	-5%	12%
COc1ccc(NC(=O)C2CCCN(S(=O)(=O)c3cccnc3)C2)c(OC)c1 (stereo not drawn)	-1%	-1%	2%	-2%	0%	0%	6	0	1%	-18%	5%
CCC(c1nnnn1C(C)(C)CC)N(CCCN1CCOCC1)Cc1cc2cccc(C)c2[nH]c1=O (stereo not drawn)	7%	0%	0%	?	-12%	13%	-1	-1	9%	-4%	?
CC(C)NC(=O)COc1ccc2c(c1)C(=O)CC(C)(C)O2	-9%	5%	0%	7%	-11%	492%[activator]	0	5	-2%	0%	5%
Cc1ccc(C(=O)N/C(=C\c2ccco2)C(=O)NCC2CCCO2)cc1C (stereo not drawn)	2%	0%	-2%	0%	·	3%	28	3	-11%	7%	?
CCCCC(=O)NC1(C(F)(F)F)NC(=O)N(Cc2ccccc2)C1=O (stereo not drawn)	-5%	-2%	1%	3%	-2%	-1%	27	2	-5%	9%	-12%
CS(=O)(=O)c1cnc(-c2ccccc2)nc1Oc1ccc(F)cc1	-9%	1%	0%	1%	-2%	3%	14	-4	-2%	12%	?
COc1cccc(/C=N/NC(=O)c2ccccc2N(Cc2ccccc2)S(=O)(=O)c2ccccc2)c1OC	-4%	0%	0%	8%	-1%	2%	-9	6	-6%	-16%	-1%
COc1ccc(/C=C/C(=O)OCC(=O)NCc2ccccc2Cl)cc1OC	·	-3%	·	4%	·	-1%	-3	11	·	-4%	·
CC(C)(C)NC(=O)CN1CCC(O)(c2ccc3c(c2)OCO3)CC1	-5%	-2%	-1%	-12%	-8%	2%	-7	-2	0%	-14%	-3%
COC(=O)c1cc(C#N)c(N2CCN(C)CC2)nc1C	-8%	2%	2%	-1%	5%	-3%	-2	-1	2%	2%	-4%
O=C(Cc1ccccc1)NN1C(=O)C2C(C1=O)C1C=CC2C12CC2 (stereo not drawn)	1%	4%	1%	3%	-2%	1%	-8	-3	-4%	0%	·
COc1ccc(CCNC(=O)C(=O)NCC2OCCN2S(=O)(=O)c2ccc(OC)c(OC)c2)cc1 (stereo not drawn)	5%	-4%	·	?	-14%	-5%	17	5	-8%	-18%	-2%
O=C(/C=C/c1ccccc1)NCC(=O)N/N=C/c1cccs1	3%	-2%	-3%	?	·	1%	-13	-4	9%	-26%	-1%
COc1cc(C2C(C(=O)c3ccco3)=C(O)C(=O)N2CCc2ccccc2)ccc1O (stereo not drawn)	-6%	1%	1%	5%	9%	-11%	50	12	-9%	-17%	35%[activator]
Cc1ccc(C)c(C(=O)COC(=O)c2c(-c3ccccc3)noc2C)c1	13%	1%	·	2%	·	-5%	-18	-4	·	4%	·
COc1cccc2c(=O)n(CC(=O)NC3CCCC3)ccc12	-4%	1%	1%	5%	9%	5%	3	-1	0%	-11%	1%
CCN1CCN(c2ccc(Cl)cc2NC(=O)c2ccco2)CC1	1%	1%	·	2%	·	-4%	11	7	·	19%	·
O=C(NCC1CCCO1)c1cc(-c2ccco2)nc2ccccc12 (stereo not drawn)	2%	2%	-1%	4%	6%	361%[activator]	-4	-13	0%	7%	32%[activator]
O=C(Nc1nc2c(c(=O)[nH]1)CCCC2)C1CC1	-1%	0%	-2%	?	0%	-1%	2	-10	-13%	8%	1%
COc1ccc(Oc2ncc(CN3CCN(c4ccccc4)CC3)s2)cc1	1%	2%	1%	-1%	0%	-2%	-12	5	-3%	-3%	1%
COCCCNC(=O)CC1C[C@H](C(=O)N2CCCCC2)[C@@]2(CCc3ccccc3)c3[nH]c4ccc(OC)cc4c3CCN2C1=O (stereo partly drawn)	·	0%	·	?	·	-6%	-2	4	·	3%	·
COc1ccc(N(CC(=O)NCCSC2CCCCC2)S(=O)(=O)c2ccccc2)cc1OC	-1%	1%	3%	-3%	·	2%	15	-24	-1%	6%	-4%
O=C(OCC(=O)N1CCCCC1)c1cc(=O)[nH]c2ccccc12	·	7%	·	0%	·	19%	-14	-1	·	-35%	·
CCC(N1CCOC1=O)S(=O)(=O)c1ccc(C)cc1 (stereo not drawn)	0%	0%	0%	0%	·	3%	2	7	2%	11%	-11%
Cc1ccc(S(=O)(=O)N2CCC(C(=O)OCC(=O)NC3(C#N)CCCCC3)CC2)cc1C	0%	-1%	·	-1%	·	3%	-1	-7	·	6%	·

Screens: PubChem BioAssay, National Center for Advancing Translational Sciences (NCATS)
